From PubChem
uPA generation – cell surface uPA generation inhibition; cell surface uPA generation assay, qHTS; actives 0.31% (n = 330,000); Potency, µM (titrated, usually from 38.3 µM), for inactives: at the top dose activity change, negative = inhibition, most hits filed as inhibitors; active = well fitted inhibition curve with a large enough effect; inconclusive = small, poorly fitted or top-dose-only effect; inactive = no such curve, though single readings can be large or run the other way; tested in mouse RAW 264.7 cells; also: % is scaled to controls: 0 for no effect and ±100 for the full control effect; nearly all actives have a fitted effect of over 55% in size
BRCA1 expr up – activators of BRCA1 expression. MCF7-BRCA1-FFLuc reporter, luminescence, 48 h; response scale: scaled: vehicle 0%, 10 µM genistein 100%. Potency, µM (highest dose often 46.1 µM), inactives show top-dose activation, most hits filed as activators. actives 1.1% (n = 380,000). AID 624202; also: nearly all actives have a fitted effect of over 80% in size; some results filed as inactive show a strong effect at the top dose
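MCF7 cells carrying a BRCA1-firefly luciferase reporter (2000 cells/well, phenol-red free MEM) were attached for 2 h at 37 °C, then given compounds for 48 h. Luminescence was read 15 min after luciferase reagent; activity normalized to genistein (10 microM) and DMSO.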
MBNL1-CUG inh – MBNL1-poly(CUG) RNA binding inhibition; Q9NR56; TR-FRET MBNL1-His/biotin-(CUG)12 binding, 665/545 ratio; Potency, µM (series often up to 57.5 µM), for the others: top-dose activity change, negative = inhibition, usual class: inhibitors; actives 0.036% (n = 280,000); AID 2675; active = well fitted inhibition curve with a large enough effect in the signal ratio, with a control signal flat, not every such curve was filed as active; inconclusive = small, poorly fitted or top-dose-only effect, or effect the other way, or a change in a side signal; inactive = no such curve, though single readings can be large or run the other way; the % refers to the signal ratio; also: % is scaled to controls: 0 for no effect and ±100 for the full control effect
Target sequence (Q9NR56 whole entry, looked up): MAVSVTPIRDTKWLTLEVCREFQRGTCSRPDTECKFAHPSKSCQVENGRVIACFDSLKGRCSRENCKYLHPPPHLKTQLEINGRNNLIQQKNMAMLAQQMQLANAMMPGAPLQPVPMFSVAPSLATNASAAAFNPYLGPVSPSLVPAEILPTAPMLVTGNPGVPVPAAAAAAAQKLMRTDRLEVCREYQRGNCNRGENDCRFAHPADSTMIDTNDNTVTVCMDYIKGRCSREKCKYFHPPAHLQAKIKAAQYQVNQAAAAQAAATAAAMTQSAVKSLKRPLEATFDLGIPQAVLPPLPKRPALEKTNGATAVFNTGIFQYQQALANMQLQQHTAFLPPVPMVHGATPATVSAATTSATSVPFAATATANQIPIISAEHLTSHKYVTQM
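Compound titration spanned 92 nM–58 uM against the MBNL1-His/biotin-(CUG)12 complex. After 60 min at room temperature with 5 nM streptavidin-XL665 and 0.055 ng/ul terbium anti-His, ratiometric 665/545 nm emission (Ex 340 nm) normalized to controls.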
p53 reactivator – re-activators of mutant p53; H1299 p53-A138V BP100-luciferase reporter, luminescence, 24 h; Potency, µM (top dose mostly 92.2 µM), for the others: at the highest dose activity change, positive = activation, usual class: activators; actives 0.063% (n = 320,000); also: % of control where 0% means no effect; nearly all actives have a fitted effect of over 45% in size
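H1299 (p53-null), stable ts p53-A138V + BP100-Luc; 1000 cells/well, Opti-MEM/10% FBS; cpd 4 pt, 1:5; 24 h, 37 deg C, 5% CO2; detection reagent 10 min RT; luminescence.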
Gal4-VP16 FLuc – counter-screen for ROR gamma inhibitors: Gal4-VP16 reporter; Drosophila S2 Gal4-VP16 UAS-luciferase, luminescence, 20 h; Potency, µM (titrated, usually from 53.6 µM), for the others: at the top dose activity, negative = inhibition, hits mostly inhibitors; actives 3.5% (n = 310,000); AID 2546;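 also: Gal4-VP16 expression switched on by copper sulfate through the metallothionein promoter; % is scaled to controls: 0 for no effect and ±100 for the full control effect; nearly all actives have a fitted effect of over 50% in size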
Rab9 promoter act – activators of Rab9 promoter. Huh7 Rab9 promoter-luciferase reporter, luminescence, 24 h. Potency, µM (doses to about 9.22 µM), for inactives: at the top dose activation, negative = inhibition, most hits filed as activators. actives 2.8% (n = 320,000). AID 485297; also: % of control where 0% means no effect; nearly all actives have a fitted effect of over 60% in size
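Promoter activation is measured as luciferase luminescence in Huh7 cells stably transfected with a Rab9 promoter–luciferase construct, following 24 h compound exposure at 37 °C and 10 min reagent incubation at ambient temperature.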
RORg inh – inhibitors of mouse ROR gamma transcriptional activity | Potency, µM (doses to about 53.6 µM), for the others: top-dose activity change, negative = inhibition, hits mostly inhibitors | AID 2551 | P51450 | Drosophila S2 Gal4-RORgamma UAS-luciferase reporter, 20 h | actives 5.4% (n = 310,000); also: % is scaled to controls: 0 for no effect and ±100 for the full control effect; nearly all actives have a fitted effect of over 60% in size
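Luciferase reporter read in Schneider cells carrying Gal4-RORγ (mouse) and UAS-Photinus luciferase; cells given compound 1 h before 700 uM copper sulfate induction, then incubated 20 h at ambient temperature.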
NPC1 promoter act – activates the NPC1 promoter | Huh7 NPC1 promoter luciferase reporter, 24 h | Potency, µM (doses to about 9.22 µM), without a hit: at the highest dose activation, actives largely listed as activators | actives 2.4% (n = 320,000) | AID 485313;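 also: % of control where 0% means no effect; nearly all actives have a fitted effect of over 60% in size; reporter is driven by a mutant NPC1 promoter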
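Readout is luciferase luminescence, reflecting NPC1 promoter activation in stably transfected Huh7 cells after 24 h compound exposure at 37 °C in reduced-serum medium with 10% FBS.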
ELG1 genotox – genotoxicity induction in ELG1-luciferase HEK293T cells; HEK293T ELG1-luciferase reporter, luminescence, 16 h; Potency, µM (top dose mostly 46 µM), for inactives: at the highest dose activity change, positive = activation, actives largely listed as activators; actives 1.3% (n = 330,000); also: % of control where 0% means no effect; nearly all actives have a fitted effect of over 60% in size
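Genotoxic stress is detected as increased luminescence from luciferase-tagged ELG1 in HEK293T cells, measured with ONE-Glo after a 16 hr treatment at 37 °C.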
FLuc counter – firefly luciferase modulation, counter-screen for miR-21 project; purified FLuc, Km substrates, luminescence inhibition; Potency, µM (doses to about 57.5 µM), without a hit: at the highest dose activity change, negative = inhibition, actives largely listed as inhibitors; actives 6.9% (n = 360,000); AID 588342; P08659;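 also: plate controls were vehicle for no effect and reference inhibitor for full effect; nearly all actives have a fitted effect of over 55% in size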
Target sequence (P08659 whole entry, looked up): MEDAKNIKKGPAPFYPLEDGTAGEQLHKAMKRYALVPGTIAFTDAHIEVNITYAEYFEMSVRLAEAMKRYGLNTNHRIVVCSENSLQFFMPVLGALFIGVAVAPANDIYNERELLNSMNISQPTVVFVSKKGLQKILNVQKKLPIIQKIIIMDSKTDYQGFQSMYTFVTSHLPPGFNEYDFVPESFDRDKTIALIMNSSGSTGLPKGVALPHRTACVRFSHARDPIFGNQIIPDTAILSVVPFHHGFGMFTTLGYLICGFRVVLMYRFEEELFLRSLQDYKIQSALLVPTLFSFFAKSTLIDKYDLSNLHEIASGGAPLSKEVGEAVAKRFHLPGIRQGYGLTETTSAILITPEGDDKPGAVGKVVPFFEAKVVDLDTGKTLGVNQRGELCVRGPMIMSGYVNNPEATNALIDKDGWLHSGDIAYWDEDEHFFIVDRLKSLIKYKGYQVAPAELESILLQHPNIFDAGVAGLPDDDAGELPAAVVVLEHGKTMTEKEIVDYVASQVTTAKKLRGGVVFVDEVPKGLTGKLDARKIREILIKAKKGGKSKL
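Purified P. pyralis luciferase, 10 nM final, with Km-level 10 uM D-luciferin and 10 uM ATP in 50 mM Tris acetate pH 7.5, 10 mM Mg acetate, 0.01% Tween-20, 0.05% BSA; 6-point qHTS titration about 60 µM downward; luminescence read.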
Active calls of the source: *; ? = inconclusive; nt = not tested or not shown; & = joins results of further samples; [ ] = another dose, or the depositor's remark. Unless noted, calls follow the shape of the dose curve; as a rule, active = well fitted curve in the direction sought with a large enough effect; inconclusive = small, poorly fitted or top-dose-only effect, or another doubt; inactive = no such curve, though single readings can be large; an effect the other way counts as inactive or inconclusive. Potency is read from the fitted curve at half-maximal effect. An unsorted share of the library, and some 13% of all compounds hit somewhere here.

mol | uPA generation | BRCA1 expr up | MBNL1-CUG inh | p53 reactivator | Gal4-VP16 FLuc | Rab9 promoter act | RORg inh | NPC1 promoter act | ELG1 genotox | FLuc counter
COc1cccc(/C=N/NC(=O)CCn2c3ccccc3c3ccccc32)c1 | 9% | -25% | -2% | 7% | -21% | -2% | 1% | 0% | 1% | -1%
Cc1c(C(=O)NC2CCCCC2)sc2ncnc(N3CCN(c4ccccc4)CC3)c12 | 0% | 0% | 1% | 4% | 4% | 0% | 19% | 0% | -8% | -16%
CN(Cc1ccccc1)C(=O)COC(=O)CCNC(=O)c1ccccc1Cl | -1% | -12% | -2% | 0% | 6% | -4% | 3% | -1% | -1% | -2%
COc1ccccc1CN=c1c([N+](=O)[O-])nn(-c2ccc3c(c2)OCCO3)n1O | -2% | ? | nt | ? | 14% | ? | 27%[10 µM] | 25% | ? | ?
O=C(CNC(=O)c1ccco1)OCc1c(F)cccc1Cl | -3% | -8% | 5% | -5% | 6% | -9% | ? | 1% | 4% | 15µM*
COc1ccccc1C(=O)Nc1ccc(S(=O)(=O)Nc2onc(C)c2C)cc1 | -12% | -10% | -12% | -1% | 3% | -5% | -1% | 2% | 2% | -1%
O=C(COC(=O)c1cc(-c2cccc3ccccc23)nc2ccccc12)NC1CCS(=O)(=O)C1 (stereo not given) | -3% | -13% | 30%[activator] | -6% | -12% | 0% | 1% | -4% | 0% | -13%
CN(CC(=O)NCc1ccc(F)cc1)S(=O)(=O)c1ccc2c(c1)n(C)c(=O)c(=O)n2C | 2% | -9% | -4% | 1% | -4% | 0% | -20% | 10% | 0% | 2%
CC1CCN(c2ccc(C(=O)NCc3ccc4c(c3)OCO4)cc2[N+](=O)[O-])CC1 | 1% | -11% | 22% | 4% | 2% | -2% | 35% | -1% | -3% | -6%
N#Cc1cc(-c2ccccc2)cnc1Cl | nt | -18% | 27% | 2% | 2% | -2% | ? | 8% | -6% | 2%
CCOc1cc(N2CCOCC2)c(OCC)cc1NC(=O)CN1C(=O)C2C3C=CC(C3)C2C1=O (stereo not given) | -9% | -2% | -1% | 6% | 0% | 9% | 1% | -3% | 1% | -1%
CN(CC(=O)Nc1cccc(F)c1)C(=O)CCCc1cccs1 | 3% | -3% | 9% | -12% | -8% | -3% | 5% | 3% | -3% | 1%
COc1ccc(OCc2nnc(SCC(=O)N(C)Cc3ccccc3)n2N)cc1 | 10% | 2% | -1% | 2% | 6% | 1% | 4% | -3% | -4% | ?
COc1ccc(OC)c(C2C(C(C)=O)=C(O)C(=O)N2CCN2CCOCC2)c1 (stereo not given) | 0% | 3% | 14% | 2% | 1% | 1% | -6% | -2% | 2% | 2%
COc1ccc(/C=N\NC(=O)c2ccccc2Br)cc1COc1ccccc1 | ? | -30% | 5% | 1% | 3% | -5% | -11% | -3% | 8% | 0%
COC(=O)c1ccc(NC(=O)CSc2n[nH]c(-c3ccncc3)n2)cc1 | 10% | 20% | -12% | 17% | 0% | 0% | 3% | 2% | 20% | ?
Cc1coc2c1c(C)cc1oc(=O)c(CC(=O)NCCCCCC(=O)O)c(C)c12 | 3% | 21% | 26% | -3% | -3% | -3% | -21% | -1% | 3% | ?
Cc1nn(-c2ccccc2)c(Cl)c1CN(C(=O)CCl)c1cccc2ccccc12 | -12% | -86%[inhibitor] | 0% | -30% | ? | -49%[inhibitor] | 14µM* | -19% | -15% | 4%
CCOc1ccc(N2CC(C(=O)Nc3ncccc3C)CC2=O)cc1 (stereo not given) | 1% | 0% | 10% | 0% | 1% | 2% | -2% | 3% | 2% | -6%
C=CCc1ccccc1OCC(CN1CCCCC1)OC(C)=O (stereo not given) | 3% | 12% | -4% | 1% | 1% | 1% | 7% | 2% | -5% | 6%
CC(OC(=O)CCN1C(=O)c2cccc([N+](=O)[O-])c2C1=O)C(=O)Nc1cc(Cl)cc(Cl)c1 (stereo not given) | 4% | 7% | nt | 5% | -5% | -2% | 17% | 4% | 14% | 1%
O=C(O)c1ccc(-n2cncn2)c([N+](=O)[O-])c1 | 4% | -10% | ? | 3% | -6% | 2% | 0% | 0% | 2% | 1%
CNC(=O)CN(c1cc(C)ccc1C)S(C)(=O)=O | 0% | 8% | 5% | -1% | 0% | -2% | 1% | -2% | 1% | 1%
CCC(C(=O)NC1CCCCC1)n1c(SCc2cccc(F)c2)nc2ccncc21 (stereo not given) | -20% | 11%&-2% | 31%[activator] | -8% | ? | 3% | ? | 0% | -1% | -1%
Cc1cccc(N2C(=O)CC(N3CCN(c4ccccn4)CC3)C2=O)c1 (stereo not given) | 5% | -22% | -1% | 7% | 4% | -7% | 14% | -2% | 1% | -1%
C/C(=N\NC(=O)c1ccc(O)cc1O)c1cccnc1 | -2% | 15% | 3% | ? | ? | ? | 5.6µM* | 24% | 11% | 9.5µM*
Cc1cc(C(C)(C)C)c(OC(=O)[C@@H]2OC(c3ccccc3)=C[C@H]2c2ccccc2)c(C(C)(C)C)c1 | 12% | 0% | nt | -5% | nt | 0% | nt | -3% | -2% | 3%
O=C(NCCc1ccccc1)c1ccc(CS(=O)Cc2ccc(Cl)cc2)o1 (stereo not given) | -1% | 7% | -4% | 1% | -8% | 1% | 40% | 2% | 0% | -2%&-4%
CC(C)(c1ccccc1)c1ccc(OCC(O)CN2CCCC2)cc1 (stereo not given) | -6% | 24% | 0% | 13% | -7% | -2% | ? | -8% | -5% | -1%
Nc1nonc1C(=O)N/N=C/c1ccncc1 | 4% | 0% | 21% | 7% | 16% | 5% | 1% | -1% | 0% | -4%
COc1ccc2nc(C)cc(SCC(=O)Nc3c(C)cccc3C)c2c1 | 0% | 0% | nt | -1% | -7% | -2% | -13% | -11% | -1% | 0%
Fc1cc2nc(-c3ccncc3)[nH]c2cc1F | -1% | ? | -15% | 29% | 4% | 17% | 25% | 23% | 15% | ?
N#C/C(=C\c1cccs1)C(=O)c1ccccc1Cl | ? | -17% | 2% | -12% | 7.9µM* | -6% | ? | 2% | -10% | 21µM*
CCOc1ccc(-n2c(SCc3ccc(C(=O)OC)o3)nc3c(c2=O)SCC3)cc1 | -1% | -29% | -1% | -5% | 1% | -11% | -1% | -5% | -2% | -2%
CC1CCN(C(=O)c2ccc3c(c2)NC(=O)/C(=C/c2ccccc2)S3)CC1 | 6% | -13% | 0% | -3% | -15% | -1% | 16% | -5% | 2%[9.26 µM] | -16%
O=C(O)CCN(Cc1ccccc1)S(=O)(=O)c1ccccc1Cl | 0% | 10% | -4% | 2% | -8% | -1% | 11% | 0% | 6% | -1%
O=C(CN1CCc2ccccc2C1)Nc1ccc(F)cc1F | -16% | 3% | -2% | -3% | -2% | 1% | -36% | -5% | -2% | -3%
Cc1cc(C)nc(NS(=O)(=O)c2ccc(NC(=O)COc3ccccc3)cc2)n1 | 4% | 1% | -6% | -3% | -4% | 4% | 18% | -4% | -2% | 6%
O=C(Nc1ccccc1Cl)c1ccc([N+](=O)[O-])o1 | -15% | -44% | ? | -139%[inhibitor] | 16µM* | 9% | 10µM* | -1% | -10% | 5%
COc1ccc(N(CC(=O)Nc2cc(Cl)ccc2C)S(=O)(=O)c2c(C)noc2C)cc1 | ? | -53%&-65% | -1% | -4% | 5% | -19% | 1% | -29% | -12% | 3%&7%
Cc1ccc(N(CC(=O)NCC2CCCO2)C(=O)CCC(=O)Nc2nccs2)cc1 (stereo not given) | -1% | -18% | -4% | 2% | 18% | 0% | -6% | -4% | 3% | 7%

Of the compounds above, 8 have an aryl methoxy group.
mol | uPA generation | BRCA1 expr up | MBNL1-CUG inh | p53 reactivator | Gal4-VP16 FLuc | Rab9 promoter act | RORg inh | NPC1 promoter act | ELG1 genotox | FLuc counter
COc1cccc(/C=N/NC(=O)CCn2c3ccccc3c3ccccc32)c1 | 9% | -25% | -2% | 7% | -21% | -2% | 1% | 0% | 1% | -1%
COc1ccccc1CN=c1c([N+](=O)[O-])nn(-c2ccc3c(c2)OCCO3)n1O | -2% | ? | nt | ? | 14% | ? | 27%[10 µM] | 25% | ? | ?
COc1ccccc1C(=O)Nc1ccc(S(=O)(=O)Nc2onc(C)c2C)cc1 | -12% | -10% | -12% | -1% | 3% | -5% | -1% | 2% | 2% | -1%
COc1ccc(OCc2nnc(SCC(=O)N(C)Cc3ccccc3)n2N)cc1 | 10% | 2% | -1% | 2% | 6% | 1% | 4% | -3% | -4% | ?
COc1ccc(OC)c(C2C(C(C)=O)=C(O)C(=O)N2CCN2CCOCC2)c1 (stereo not given) | 0% | 3% | 14% | 2% | 1% | 1% | -6% | -2% | 2% | 2%
COc1ccc(/C=N\NC(=O)c2ccccc2Br)cc1COc1ccccc1 | ? | -30% | 5% | 1% | 3% | -5% | -11% | -3% | 8% | 0%
COc1ccc2nc(C)cc(SCC(=O)Nc3c(C)cccc3C)c2c1 | 0% | 0% | nt | -1% | -7% | -2% | -13% | -11% | -1% | 0%
COc1ccc(N(CC(=O)Nc2cc(Cl)ccc2C)S(=O)(=O)c2c(C)noc2C)cc1 | ? | -53%&-65% | -1% | -4% | 5% | -19% | 1% | -29% | -12% | 3%&7%
